A549 tox: A549 cytotoxicity, counter-screen for Nrf2 inhibitors; A549 ARE-Fluc cells, CellTiter-Fluor viability, 18-24 h; Potency, µM (top dose mostly 46 µM), for inactives: at the highest dose activity change, negative = cytotoxicity, usual class: inhibitors; 0.16% of 390,000 active; also: potency is read from the fitted curve at half-maximal effect; % is scaled to controls: 0 for no effect and ±100 for the full control effect
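A549 ARE_Fluc cells in 5% FBS OPTI-MEM were exposed to compounds in concentration-response for 18-24 h at 37 deg C. Viability was read by CellTiter-Fluor fluorescence (Ex 405/Em 525) after 30 min, before the luciferase read.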
ATXN viability: viability counter-screen for ATXN expression inhibitors; Potency, µM (titrated, usually from 56.7 µM), usual class: cytotoxic; 0.49% of 400,000 active; AID 651635; S2 cells (HEK-293 line with an ATXN2-luciferase reporter) viability, CellTiter-Fluor protease fluorescence, 24 h; also: potency is read from the fitted curve at half-maximal effect; nearly all actives have a fitted effect of over 40% in size
Nrf2 inh: blocks Nrf2 signaling | A549 ARE-Fluc reporter, luciferase luminescence, 18-24 h | Potency, µM (highest dose often 46 µM), without a hit: at the top dose activity change, negative = inhibition, actives largely listed as inhibitors | 2.1% of 360,000 active; also: potency is read from the fitted curve at half-maximal effect; % is scaled to controls: 0 for no effect and ±100 for the full control effect; nearly all actives have a fitted effect of over 60% in size
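In this cell-based qHTS, ARE-driven firefly luciferase in A549 cells reports Nrf2 activity; the luminescent signal after BugLite lysis is the measured value, with a prior CellTiter-Fluor read for cell health.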
HepG2 tox: kills HepG2 cells in TGF-b inhibitor counter-screen; HepG2 CAGA-GFP viability, ATP luminescence, 18 h; Potency, µM (series often up to 46.1 µM), inactives show at the highest dose activity change, negative = cytotoxicity, most hits filed as cytotoxic; 0.76% of 410,000 active; AID 588856; also: potency is read from the fitted curve at half-maximal effect; some results filed as inactive show a strong effect at the top dose
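CellTiter-Glo luminescence gave cytotoxicity after 18 hours at 37 degrees C. The cells were HepG2 CAGA-GFP in 1% FBS DMEM, stimulated with 500 pg/mL TGF-beta after compound addition. %Activity was normalised to no-cell wells (complete cell-killing) and DMSO (no toxicity), and curves were fitted and classified.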
MmCpn inh: M. maripaludis TRiC chaperonin inhibition; purified Mm-Cpn ATPase, ADP Transcreener TR-FRET; 0.031% of 330,000 active; Potency, µM (top dose mostly 76.9 µM), for inactives: top-dose activity, negative = inhibition, usual class: inhibitors; also: potency is read from the fitted curve at half-maximal effect; % is scaled to controls: 0 for no effect and ±100 for the full control effect; nearly all actives have a fitted effect of over 80% in size
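Compound-treated chaperonin, 25 nM final, turns over 10 uM ATP at 37°C for 30 min following a 10 min preincubation; ADP generated competes with ADP-d2 for Eu-cryptate antibody, lowering FRET.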
TGFb SMAD3 inh: blocks TGF-b signaling. Potency, µM (titrated, usually from 46.1 µM), for the others: top-dose activity, negative = inhibition, actives largely listed as inhibitors. 1.2% of 410,000 active. HepG2 CAGA-GFP TGF-b/SMAD3 reporter, GFP fluorescence, 18 h; TGF-beta stimulated, 500 pg/mL final; also: potency is read from the fitted curve at half-maximal effect; % is scaled to controls: 0 for no effect and ±100 for the full control effect; nearly all actives have a fitted effect of over 65% in size
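HEPG2 CAGA-GFP, 1000 cells/well; 2 h settle, 37 C; cpd via pin tool; TGF-b 500 pg/mL final; 18 h, 37 C; GFP imaging ex488/em500-530; %Activity normalised to -TGF-b and +DMSO controls; CRC fit, curve class.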
CCT modulator: cytosolic chaperonin activity modulation; purified chaperonin ATPase assay, HTRF ADP detection, 30 min; activity change, % (no concentration beside the values), hits read low; 0.3% of 360,000 active; in the data active = activity change below about -30%; also: % is scaled to controls: 0 for no effect and ±100 for the full control effect
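Nucleotide hydrolysis assay: TRiC at 20–40 nM final (set by batch activity) with 10 uM ATP, 30 min at 37 °C, in presence of 76 uM compound. Detection by competitive ADP HTRF, 30 min ambient.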
Nrf2 ARE act: activates Nrf2 signaling; AREc32 ARE-luciferase reporter (MCF7-derived line), luminescence, 24 h; Potency, µM (top dose mostly 46.1 µM), without a hit: at the highest dose activation, usual class: activators; 0.31% of 410,000 active; AID 624171; also: potency is read from the fitted curve at half-maximal effect; % of control where 0% means no effect; nearly all actives have a fitted effect of over 65% in size
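Luciferase luminescence (Steady-Glo, 30 min at room temperature) served as the read-out of ARE activation in AREc32 cells treated with compounds for 24 hr at 37 deg C.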
Akt phos inh: blocks phosphorylation of Akt; Neuro2A IGF-stimulated pAkt S473 HTRF, 20 min; hits give low values; activity change, % for hits at 50 µM; 0.32% of 360,000 active; AID 651550; in the data active = activity change below about -80%; inconclusive = mostly about -51% to -80%; also: % is scaled to controls: 0 for no effect and ±100 for the full control effect
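Neuro2A cells (4,500/well, DMEM with 0.5% FBS) were treated with compound at a single 50 µM final concentration, stimulated with 6 nM IGF for 20 min at 37 °C, and lysed. Phospho-Akt Ser473 was read by HTRF as 665/615 ratio ×10^4.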
Active calls of the source: *; i = inactive; ? = inconclusive; nt = not tested or not shown; & = joins results of further samples. Unless noted, calls follow the shape of the dose curve; as a rule, active = well fitted curve in the direction sought with a large enough effect; inconclusive = small, poorly fitted or top-dose-only effect, or another doubt; inactive = no such curve, though single readings can be large; an effect the other way counts as inactive or inconclusive.

SMILES	A549 tox	ATXN viability	Nrf2 inh	HepG2 tox	MmCpn inh	TGFb SMAD3 inh	CCT modulator	Nrf2 ARE act	Akt phos inh
CCOC(=O)Cc1csc(NC(=O)c2ccoc2C)n1	11%	i	?	2%	5%	14%	-0.3	2.2%	i
O=C(O)C(=O)/C(=C\c1ccc([N+](=O)[O-])cc1)c1ccc2ccccc2n1	1%	i	?	2%	3%	13%	-2.3	2.6%	i
CCOC(=O)CSc1nnc(CNC(=O)Cc2ccccc2)n1-c1ccccc1OC	19%	i	11%	-46%	1%	2%	-3.6	0.4%	i
CCn1nc(C)cc1C(=O)NC1CCCc2c1cnn2-c1cc(F)cc(F)c1 (stereo not drawn)	-4%	i	-23%	2%	-3%	2%	-0.8	0.2%	i
O=C(Nc1cccc(S(=O)(=O)N2CCCCC2)c1)c1cc([N+](=O)[O-])ccc1N1CCOCC1	-12%	i	?	0%	-3%	5%	1.7	0.1%	i
Cc1ccc(S(=O)(=O)NCC(=O)OCC(=O)N2CCc3ccccc32)cc1	-9%	i	-4%	-6%	-1%	-13%	-1.8	1.6%	i
COCC(=O)NCCc1nc(-c2ccccc2)cs1	3%	i	nt	3%	0%	24%	1.6	0.3%	i
CC1(C)CC(=O)C2=C(C1)N(CCN1CCOCC1)C1=C(C(=O)CC(C)(C)C1)C2c1cccc(Cl)c1	-4%	i	?	-20%	-1%	5%	0.1	0.5%	i
CCCn1nc(C(=O)Nc2ccc3nc(N4CCOCC4)sc3c2)ccc1=O	-14%	i	21µM*	-16%	2%	-20%	-0.6	2.6%	i
COc1ccc(NC(=S)N2CCC(C(=O)c3ccc(F)cc3)CC2)cc1	1%	i	?	-26%	nt	?	-2.2	2.6%	i
COc1ccc(OC)c(NC(=O)c2cc(C3CC3)nc3c2c(C)nn3-c2ccc(C)cc2)c1	4%	i	-19%	3%	nt	24%	nt	-0.8%	nt
Cc1ccc(-n2c(=O)c3c(c4cc(C)ccc4n3C)n(CC(=O)Nc3cc(C)cc(C)c3)c2=O)cc1	0%	i	6%	-3%	nt	5%	nt	0.4%	nt
O=C(COC(=O)c1ccccc1Br)Nc1nnc(-c2ccccc2)o1	-1%	i	-15%	-30%	-1%	7%	-0.3	2.8%	i
O=c1[nH]c2ccccc2n1CCCSc1cnc2ccccc2n1	0%	i	?	-4%	-4%	?	3.4	1.5%	nt
CCc1cccc(C)c1NC(=O)CSc1nc2c(c(=O)[nH]1)CCC2	11%	i	?	13%	nt	-1%	nt	-0.1%	nt
CC(NC(=O)CSc1ncnc2nc[nH]c12)c1ccccc1 (stereo not drawn)	?	?	-20%	-2%	2%	7%	0.3	-0.3%	i
Oc1ccccc1CNc1ncc(Br)cc1Br	-11%	i	-10%	-65%	-1%	?	-3.8	?	i
CC(C)(O)C(=O)NNC(=S)Nc1ccc(F)c(Cl)c1	5%	i	-1%	3%	0%	12%	0.5	0.1%	i
O=C1CC(C(=O)NCc2ccccc2)C2(CCCC2)O1 (stereo not drawn)	13%	i	11%	-22%	-3%	9%	-1.5	-0.7%	i
Cc1ccc([N+](=O)[O-])c2c1C(N1CCCC1)C(C)(C)O2 (stereo not drawn)	3%	i	-14%	2%	1%	4%	-0.7	-0.8%	i
Cc1cc(C)cc(C(=O)NCC(=O)OCc2cc([N+](=O)[O-])cc3c2OCOC3)c1	-7%	i	4%	-12%	1%	3%	-0.9	0.2%	i
Cc1ccc(NC(=O)C2C3C=CC4(O3)C2C(=O)N(CCCN2CCCC(C)C2)C4C(=O)NC2CCCCC2)cc1 (stereo not drawn)	0%	i	-3%	-24%	3%	1%	0.7	-0.6%	i
COc1cccc(C2=NOC(C(=O)NCc3cccnc3)C2)c1 (stereo not drawn)	-1%	i	0%	-1%	-1%	-10%	2.1	0.3%	i
COc1ccc(N=C(N(C)C)P(=O)(N(C)C)N(C)C)cc1	0%&2%	i	11%&9%	-14%&2%	3%	-6%&-3%	-0.7&-0.2	-0.7%&-1.0%	i
O=C(CCn1ccc2cc(S(=O)(=O)N3CCCC3)ccc21)NCc1cccc(F)c1	1%&5%	i	?	-11%&-9%	0%	2%&4%	0.9	-0.2%&3.6%	i
O=C(NN1CCOCC1)c1cccc(Cl)c1	0%	i	-18%	-1%	-4%	-11%	-0.1	0.1%	i
Cn1cc(C(=O)NCCc2ccccc2)c(=O)c2cc(S(=O)(=O)N3CCCCC3)ccc21	0%	i	11%	23%	nt	-15%	nt	-0.5%	nt
O=C(NNC(=O)c1cnccc1C(F)(F)F)c1ccc(Cl)cc1	-6%	i	4%	-1%	1%	15%	-4.7	-0.4%	i
O=c1[nH]c2ccccc2c2ccc(Cl)cc12	-1%	i	?	2%	nt	3%	-3.0	12%	i
CC/C(=N\NC(=O)c1nnn(-c2nonc2N)c1CN(C)c1ccccc1)c1ccccc1	0%	?	8%	5%	1%	-5%	-67*	0.3%	nt
CN(CC(=O)Nc1ccc(F)cc1)C(=O)COC(=O)/C=C/c1cccs1	-4%	i	12%	-23%	-1%	-14%	-1.1	6.9%	i
CCOC(=O)Nc1ccc2c(c1)nc(CN1CCOCC1)n2C	-2%	i	2%	1%	2%	9%	-1.3	-0.2%	i
Cc1ccc(CN2C(=O)CCC2C(=O)NCCCN2CCC(C)CC2)cc1 (stereo not drawn)	-5%	i	3%	-12%	-2%	2%	-1.9	-0.1%	i
COc1ccc(-c2nn3c(-c4ccccn4)nnc3s2)cc1OC	-6%	i	-1%	-34%	-2%	21%	-2.2	2.3%	i
O=C(OCC(=O)N1CCN(C(=O)c2ccco2)CC1)c1ccccc1C(=O)c1ccc(Cl)cc1	-8%	i	11%	-24%	1%	-11%	-2.4	0.6%	i
CC1(C)NC(=O)N(CC(=O)N2CCN(c3cccc(C(F)(F)F)c3)CC2)C1=O	2%	i	11%	-96%	0%	-6%	0.8	2.8%	i
Cc1ccc(N2C(=O)CC(N3CCN(S(=O)(=O)c4ccccc4)CC3)C2=O)c(C)c1 (stereo not drawn)	-2%	i	6%	7%	0%	2%	-1.2	0.0%	i
Cc1ccc(Cl)cc1NC(=O)c1ccc2snnc2c1	-3%	i	-21%	-22%	nt	3%	nt	-1.3%	nt
CCCSc1ncccc1C(=O)O	6%	i	5%	5%	5%	9%	0.0	-0.1%	i
C1CN(CC23CC4CC(CC(C4)C2)C3)CCO1	1%	i	-5%	-11%	0%	9%	-1.7	-0.9%	i

Fetched by compound from the entries so far, 6 records:
SMILES	A549 tox	ATXN viability	Nrf2 inh	HepG2 tox	MmCpn inh	TGFb SMAD3 inh	CCT modulator	Nrf2 ARE act	Akt phos inh
Cc1ccc(N2C(=O)CC(N3CCN(S(=O)(=O)c4ccccc4)CC3)C2=O)c(C)c1 (stereo not drawn)	-2%	i	6%	7%	0%	2%	-1.2	0.0%	i
Cc1ccc(Cl)cc1NC(=O)c1ccc2snnc2c1	-3%	i	-21%	-22%	nt	3%	nt	-1.3%	nt
CC/C(=N\NC(=O)c1nnn(-c2nonc2N)c1CN(C)c1ccccc1)c1ccccc1	0%	?	8%	5%	1%	-5%	-67*	0.3%	nt
O=C(NN1CCOCC1)c1cccc(Cl)c1	0%	i	-18%	-1%	-4%	-11%	-0.1	0.1%	i
CCCSc1ncccc1C(=O)O	6%	i	5%	5%	5%	9%	0.0	-0.1%	i
C1CN(CC23CC4CC(CC(C4)C2)C3)CCO1	1%	i	-5%	-11%	0%	9%	-1.7	-0.9%	i

(more compounds)
SMILES	A549 tox	ATXN viability	Nrf2 inh	HepG2 tox	MmCpn inh	TGFb SMAD3 inh	CCT modulator	Nrf2 ARE act	Akt phos inh
COC(=O)[C@H](C)NC(=O)NC1CCN(Cc2ccccc2)CC1	12%	i	2%	-13%	0%	?	-6.5	0.2%	i
COC(=O)c1c(NC(=O)CN2CCN(c3ccccc3Cl)CC2)sc(C)c1C	7%	i	11%	7%	1%	?	-0.9	4.6%	i
Cc1cc(C)cc(NC(=O)Nc2ccc(-n3ccc(C(F)(F)F)n3)cc2)c1	-4%	?	5%	-27%	1%	0%	-0.1	1.6%	i
CCN(CC)CCCNC(=O)Cn1nc(N2CCN(c3ccccc3OC)CC2)ccc1=O	?	i	nt	-4%	nt	9%	nt	-0.3%	nt
Cc1ccccc1NS(=O)(=O)c1ccc(C(=O)N2CCN(c3ccccc3O)CC2)cc1	-14%	i	?	4%	-5%	-4%	-4.0	0.5%	i
Cc1noc(C)c1COc1ccc(C(=O)OCC(=O)c2ccc3c(c2)OCCO3)cc1	-4%	i	15%	-5%	-4%	13%	1.5	-0.6%	i
Fc1ccc(-c2nc(-c3cccs3)no2)cc1	4%	?	?	-11%	2%	-8%	-1.1	?	i
CCCCCCC1CCC(C(=O)N2CCOCC2)CC1 (stereo not drawn)	7%	i	3%	-9%	0%	4%	1.7	0.3%	i
Clc1ccc2[nH]c3c(NCCN4CCOCC4)ncnc3c2c1	-13%	i	?	-19%	-1%	-15%	-4.0	6.8%	i
NS(=O)(=O)c1ccc(CCNC(=O)c2cc([N+](=O)[O-])ccc2N2CCOCC2)cc1	-9%	i	1%	-1%	-1%	-5%	1.4	-0.2%	i
Cc1nc([N+](=O)[O-])c(Br)n1CC(=O)c1ccc(F)cc1	-15%	i	-30%	-14%	-1%	0%	-0.9	30%	i
CCOC(=O)C(C(=O)OCC)C1CS(=O)(=O)CC1C(C(=O)OCC)C(=O)OCC (stereo not drawn)	6%	i	4%	3%	0%	1%	0.6	0.6%	i
CCCCn1c(C2CCCCC2)nc2cc3[nH]c(=O)c(C(C)C)nc3cc21	0%	nt	-19%	2%	-2%	?	-0.8	0.4%	i
C[C@H]1CN(Cc2ccccc2)C(=O)[C@@H]1CC(=O)NCc1ccccc1	-1%	i	-4%	17%&5%	1%	-3%&-4%	-2.0	-0.5%	i
